VEEV TC-83 Vero – inhibitors of VEEV TC-83 cytopathic effect, confirmation, Vero cells (AID 588727); 0.13% of 350,000 active; one-dose inhibition, % at 20 µM; IC50 in µM for titrated hits; Vero cells, VEEV TC-83 cytopathic effect inhibition; higher % means a stronger effect; in the data active means a potency from the dose series; inconclusive means inhibition mostly from about 14% at the one dose, without a potency; inactive means the rest, 99 in 100 with inhibition below about 12%; further: strong numbers were not always called active
H37Rv inhibition – M. tuberculosis growth inhibition, HTS (AID 449762); M. tuberculosis H37Rv growth inhibition, 7H9 media; higher % means a stronger effect; one-dose inhibition, % at 25 µM; IC50 in µM for titrated hits; 0.59% of 330,000 active; in the data active means a potency from the dose series; inconclusive means inhibition above about 70% without an active follow-up result;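 further: bacterial growth assessed after seven days of incubation; strong numbers were not always called active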
Salmonella PhoP GFP – PhoP regulon inhibitors, Salmonella typhi PhoP promoter GFP reporter, confirmatory (AID 1850). 0.33% of 310,000 active. inhibition, % at 50 µM; hits with a dose series show IC50 in µM. Salmonella Typhi PhoP-promoter GFP reporter, fluorescence, 4 h; higher % means a stronger effect; in the data active means a potency from the dose series; inconclusive means inhibition mostly from about 25% at the one dose, without a potency; inactive means the rest, 99 in 100 with inhibition below about 19%;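 further: 0% = induced wells with vehicle and 100% = uninduced wells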
influenza NS1A – H1N1 influenza NS1A inhibitors, functional cell based assay (AID 504329); NS1A functional cell-based assay, percent inhibition; higher % means a stronger effect; inhibition, % at 12.5 µM, or IC50 in µM where a hit was titrated; 0.3% of 340,000 active; in the data active means a potency from the dose series; inconclusive means inhibition above about 27% without an active follow-up result; further: strong numbers were not always called active
M. tuberculosis – growth inhibition of non-replicating M. tuberculosis (AID 488890). Mycobacterium tuberculosis non-replicating, growth inhibition; higher % means a stronger effect. one-dose inhibition, % at 25 µM; IC50 in µM for titrated hits. 0.39% of 320,000 active; in the data active means a potency from the dose series; inconclusive means inhibition mostly from about 82% at the one dose, without a potency; inactive means the rest, 99 in 100 with inhibition below about 76%;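 further: plate controls were DMSO cells for no effect and high antibiotic wells for full effect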
VEEV TC-83 Vero 10K pilot screen – recorded beside VEEV TC-83 Vero, whose call it bears; inhibition, %; measured here: 10K pilot screen inhibition
* marks the source's active call; other numbers are inactive results; i = inactive; ? = inconclusive; / = not tested or not shown.

SMILES | VEEV TC-83 Vero | H37Rv inhibition | Salmonella PhoP GFP | influenza NS1A | M. tuberculosis | others
CCN1CCN(C(c2cccs2)C(C)NC(=S)Nc2cc(C)ccc2C)CC1 (configuration not stated) | i | -5.2% | 2.7% | -11.9% | 14.9%
COc1ccc(CCC(=O)Nc2ccc(C)c(S(=O)(=O)N(C)C)c2)cc1OC | 1.0% | -1.1% | -6.3% | 3.7% | 6.2%
COc1cc2c(cc1OC)CN(c1ccc(C(F)(F)F)cn1)CC2 | 0.8% | 5.8% | 10.8% | -3.4% | 43.2%
CCOc1ccc(NC(=O)c2ccccc2OCC(=O)c2ccccc2)cc1 | 3.6% | -8.1% | 6.5% | 1.3% | 1.6%
COc1cc(NC(=O)COC(=O)[C@@H]2CCCN2S(=O)(=O)c2ccc(Cl)cc2)cc(OC)c1OC | 0.9% | 1.0% | -5.2% | 7.7% | -7.4%
COc1ccc(CC(C)N2CCN(c3ccccc3OC)CC2)cc1OC (configuration not stated) | 2.1% | -7.7% | 7.4% | 3.5% | 2.4%
CSc1nc(C)c2c(n1)N(c1ccc(O)cc1)CC2 | i | -3.7% | -6.5% | -4.9% | -2.3%
CCNc1nc(SC(C)C(=O)OC)nc(N2CCOCC2)n1 (configuration not stated) | 1.1% | 4.4% | -12.8% | 2.1% | -1.6%
O=C(C=Cc1ccccc1)c1c[nH]c2ccccc2c1=O | >25µM* | / | / | 0.6% | /
Cc1csc(SCC(=O)Nc2cc(S(=O)(=O)N3CCCC3)ccc2Cl)n1 | 4.8% | -10.1% | 1.0% | 7.8% | 17.6%
COc1cc(CCN)ccc1O | 0.3% | 2.9% | -6.2% | -5.2% | -5.4%
Cc1nn(C)c(C(=O)N/N=C/c2cccc(Oc3ccccc3)c2)c1Br | 2.4% | 10.6% | 9.7% | -14.4% | 43.9%
Cc1cc(N2CCOCC2)nc2ccc(NC(=O)CCC(=O)N3CCN(c4ccc(F)cc4)CC3)cc12 | 6.5% | 11.2% | -4.3% | -8.9% | 22.0%
COc1ccc(-c2csc(Nc3ccc(S(=O)(=O)Nc4cc(OC)nc(OC)n4)cc3)n2)cc1 | 1.2% | 3.3% | -8.7% | 29.8% | 4.1%
COc1ccc(NC(=S)N(CCC(C)C)C2CCN(C(C)C)CC2)cc1Cl | 3.8% | 5.7% | -9.9% | 6.7% | 15.0%
C=Cn1cc[n+](CC(=O)c2ccc(OC)cc2)c1 | 0.6% | -9.4% | 0.5% | -2.9% | 1.3%
O=C(Nc1ccc(F)cc1F)c1c(C(F)(F)F)ccnc1Oc1cccc(C(F)(F)F)c1 | 0.4% | 2.8% | 17.4% | -2.7% | -8.4%
O=C(O)c1ccc2c(=O)n3c(nc2c1)/C(=C/c1ccc(OC(F)F)cc1OC(F)F)CC3 | 4.6% | 7.9% | -1.7% | -12.2% | ?
CN1CCN(C(=O)C23CC4CC(CC(C4)C2)C3)CC1 | / | -2.1% | 1.4% | / | 4.7%
CCOC(=O)C1=C(C)NC(=O)N(C(C)=O)C1c1ccc(Cl)cc1 (configuration not stated) | i | -8.1% | 1.0% | 1.0% | 5.1%
C[C@@H](NC(=O)Cn1cnc2c(OCc3ccccc3)ncnc21)c1cccc2ccccc12 | 2.0% | -1.0% | / | 1.4% | 8.1%
CCOc1cc(C=O)ccc1OCC(=O)NC(C)(C)C | 0.5% | 4.8% | -5.3% | -11.9% | 28.8%
CC1(c2nnc(-c3ccc(F)cc3)o2)CC(c2ccccc2)=NO1 (configuration not stated) | 0.7% | -0.5% | -6.4% | 0.4% | 74.9%
COc1cc(/C=N/NC(=O)c2nc(-c3ccccc3)n(-c3ccccc3)n2)ccc1O | i | -5.4% | -0.8% | 7.1% | 19.3%
CC(Nc1cc(N2CCOCC2)ccc1[N+](=O)[O-])c1ccccc1 (configuration not stated) | 2.9% | 1.0% | -9.9% | -1.6% | 1.0%
Next structures follow:
SMILES | VEEV TC-83 Vero | H37Rv inhibition | Salmonella PhoP GFP | influenza NS1A | M. tuberculosis | others
COc1cccc(-c2nc(CS(=O)(=O)c3ccccc3)no2)c1 | 0.9% | -3.8% | -1.6% | 3.7% | -10.2%
O=C(CCCN1C(=O)c2ccccc2C1=O)Nc1ccc(S(=O)(=O)N2CCOCC2)cc1 | i | -5.2% | -4.1% | -9.5% | -16.2%
NS(=O)(=O)c1ccc(NC(=O)CN2C(=O)C3C4C=CC(C4)C3C2=O)cc1 (configuration not stated) | 0.2% | -2.1% | -4.5% | -16.1% | -3.9%
Cc1cc(C)cc(NC(=O)C2CCCN2/C=C/C(=O)C(F)(F)F)c1 (configuration not stated) | 1.4% | 0.3% | -1.8% | -6.2% | 0.2%
CCC12CN3CCN(CC(C3)/C1=N\NC(=O)Nc1ccccc1)C2 | i | -3.9% | -4.2% | 0.4% | -9.6%
CC(=O)c1cccc(S(=O)(=O)Nc2cc(C(F)(F)F)ccc2N2CCOCC2)c1 | 5.5% | -1.1% | / | -5.3% | -14.8%
CCOC(=O)c1c(C)nc2c(c1-c1cc(OC)ccc1OC)C(=O)c1ccccc1-2 | 1.6% | 1.0% | 10.9% | 4.7% | 3.4%
O=C(Nc1ccc(C(F)(F)F)cc1)OC1CN2CCC1CC2 (configuration not stated) | 0.4% | 2.5% | 4.7% | 9.9% | -2.6%
CCN(CC)S(=O)(=O)c1ccc2c(c1)N(CC(=O)NCCc1ccc(S(N)(=O)=O)cc1)C(=O)CO2 | 1.8% | 4.0% | 7.8% | -4.5% | -0.1%
Cc1nc2cc(N3CCCCC3)c(NC(=O)c3ccncc3)cc2c(=O)n1Cc1ccc(Cl)cc1 | / | 8.1% | -9.8% | / | -6.2%
CC1CCCCC1NC(=O)CSCC(=O)O (configuration not stated) | i | -7.8% | -1.7% | 0.1% | -7.7%
CCOC(=O)c1c(CN(C)C)n(-c2ccccc2)c2cc(Br)c(O)cc12 | 0.6% | -4.7% | -2.2% | -2.3% | 1.6%
O=C(Nc1c[nH]c(=O)[nH]c1=O)OCc1ccccc1 | 1.3% | / | / | -4.8% | /
COC(=O)CCC(=O)NNC(=O)C1CC1(c1ccccc1)c1ccccc1 (configuration not stated) | i | 2.1% | 3.8% | -2.6% | -1.9%
CCc1cccc(OCCn2nc(C(=O)O)c3ccccc3c2=O)c1 | i | 2.1% | 11.0% | -5.7% | 58.6%
Nc1nonc1-c1noc(N2CCCCC2)n1 | 0.8% | 3.4% | 9.4% | -2.7% | 2.0%
Cc1ccc(S(=O)(=O)N2CCCC(C(=O)Nc3ccc(C(=O)O)cc3)C2)cc1Cl (configuration not stated) | 1.7% | 1.8% | 9.5% | 1.7% | 24.1%
Cc1ccc(C)n1-c1nn(S(=O)(=O)c2ccccc2)c2cccc(F)c12 | 2.6% | 6.2% | 4.7% | / | 24.0%
Nc1c(C(=O)CSc2nc3ccccc3o2)c(=O)[nH]c(=O)n1C1CC1 | 1.7% | -5.5% | / | -3.9% | -15.7%
Cc1c(CN2CCCC(C(=O)c3cccc(OC(C)C)c3)C2)c(=O)n(-c2ccccc2)n1C (configuration not stated) | i | -10.3% | 1.1% | 0.7% | 6.2%
Cc1sc(NC(=O)CCC(=O)O)c(C(N)=O)c1-c1ccccc1 | 0.6% | 9.0% | -2.5% | -13.6% | 56.3%
Cc1ccc(NC(=O)COC(=O)c2ccc(S(=O)(=O)N3CCCCC3)cc2)cc1 | 1.6% | -3.9% | / | -2.6% | -14.6%
CC1CN(C2CCN(S(=O)(=O)c3ccccc3)CC2)CC(C)O1 (configuration not stated) | 1.7% | -5.6% | -3.5% | 2.0% | -1.5%
COc1ccccc1CNC(=O)CSc1ccc(-c2ccccn2)nn1 | 2.2% | -6.9% | 4.5% | -4.6% | ?
COc1ccc(C(CC(=O)O)NC(=O)Cc2ccccc2)cc1OC (configuration not stated) | i | -7.0% | 0.4% | 7.3% | -14.8%
Further records.
SMILES | VEEV TC-83 Vero | H37Rv inhibition | Salmonella PhoP GFP | influenza NS1A | M. tuberculosis | others
Cc1ccc(C(=O)CCC(=O)OCC(=O)Nc2ccccc2SCC#N)cc1 | i | -2.0% | / | -9.6% | 43.3%
COc1ccc(C2(O)CCN(Cc3nnnn3Cc3ccc(F)cc3)CC2)cc1 | 0.1% | -1.1% | -0.5% | -9.5% | 16.6%
Cc1ccc(Oc2ncccc2CO)cc1 | 0.1% | 0.4% | -1.2% | -9.1% | -2.2% | VEEV TC-83 Vero 10K pilot screen=0.3
COCCNC(=O)Cn1c(=O)n(CCC(=O)NCCc2ccccc2)c(=O)c2ccccc21 | 1.2% | -1.1% | -11.4% | -4.6% | -5.0%
CC(C)c1cc(C(=O)NCc2cccnc2)no1 | i | 0.0% | 1.1% | -5.3% | -6.0%
Cc1ccc(-c2nn(-c3ccccc3)cc2/C=N/NC(=O)c2ccc(Br)o2)cc1 | 10.9% | 3.2% | 2.4% | 2.8% | 32.6%
CCCCC(c1nnnn1CCOC)N1CCN(C(=O)c2ccco2)CC1 (configuration not stated) | 0.0% | / | / | -5.9% | /
COc1ccccc1N(C)S(=O)(=O)c1ccc(C(=O)OCC(=O)Nc2cc(C)on2)cc1 | 2.0% | -3.5% | -12.5% | -2.7% | 19.4%
CC(=O)c1ccc(-c2ccc(C(=O)NCC(c3ccc(F)cc3)N3CCOCC3)o2)cc1 (configuration not stated) | 8.2% | 51.1% | 0.8% | -8.0% | 11.3%
COC(=O)c1ccc(C)c(NC(=O)Cn2cnc3ccccc3c2=O)c1 | 0.6% | 1.3% | 2.2% | -4.0% | -11.7%
CC1=CC2=NCC(O)CN2C=C1 (configuration not stated) | 0.6% | -8.7% | -10.0% | -5.6% | -36.5%
C/C(=N\NC(=O)C1CCCN(S(=O)(=O)c2ccccc2)C1)c1ccncc1 (configuration not stated) | 7.4% | -3.9% | -5.1% | -23.8% | -6.3%
CCOC(=O)N1CCN(S(=O)(=O)c2ccc(C(=O)Nc3sc4c(c3C(N)=O)CC(C)(C)NC4(C)C)cc2)CC1 | 0.5% | -8.9% | -2.6% | -1.9% | 36.8%
O=C(COC(=O)c1n[nH]c2ccccc12)NCc1ccccc1 | 4.2% | 8.9% | 0.9% | 2.2% | 9.5%
COc1ccc(NC(=O)CSc2ncnc3c2cnn3Cc2ccccc2)cc1 | i | 6.9% | 3.6% | 1.4% | 25.2%
CCCCn1c2ccc(C)cc2c2nnc(SCCN3CCCCC3)nc21 | 0.5% | ? | 11.7% | 26.2% | ?
Cn1c(=O)[nH]c(=O)c2c1nc(NCCCn1ccnc1)n2Cc1ccccc1 | 0.3% | 7.6% | -7.1% | 0.0% | 1.1%

Of the compounds above, these have an aryl thioether with sulfur outside any ring:
SMILES | VEEV TC-83 Vero | H37Rv inhibition | Salmonella PhoP GFP | influenza NS1A | M. tuberculosis | others
CSc1nc(C)c2c(n1)N(c1ccc(O)cc1)CC2 | i | -3.7% | -6.5% | -4.9% | -2.3%
CCNc1nc(SC(C)C(=O)OC)nc(N2CCOCC2)n1 (configuration not stated) | 1.1% | 4.4% | -12.8% | 2.1% | -1.6%
Cc1csc(SCC(=O)Nc2cc(S(=O)(=O)N3CCCC3)ccc2Cl)n1 | 4.8% | -10.1% | 1.0% | 7.8% | 17.6%
Nc1c(C(=O)CSc2nc3ccccc3o2)c(=O)[nH]c(=O)n1C1CC1 | 1.7% | -5.5% | / | -3.9% | -15.7%
COc1ccccc1CNC(=O)CSc1ccc(-c2ccccn2)nn1 | 2.2% | -6.9% | 4.5% | -4.6% | ?
Cc1ccc(C(=O)CCC(=O)OCC(=O)Nc2ccccc2SCC#N)cc1 | i | -2.0% | / | -9.6% | 43.3%
COc1ccc(NC(=O)CSc2ncnc3c2cnn3Cc2ccccc2)cc1 | i | 6.9% | 3.6% | 1.4% | 25.2%
CCCCn1c2ccc(C)cc2c2nnc(SCCN3CCCCC3)nc21 | 0.5% | ? | 11.7% | 26.2% | ?

Source: PubChem BioAssay (Southern Research Specialized Biocontainment Screening Center)
